Screening results: PubChem, National Center for Advancing Translational Sciences (NCATS)
D1 potentiator – enhances dopamine response at the human D1 receptor; P21728; HEK293 TREx D1 cells, calcium flux, dopamine EC20 potentiation; potentiation, % at 10 µM; 360,000 compounds, 0.036% hits; AID 504651; in the data active means potentiation above about 30%; further: 0% is about no effect
Target sequence (P21728 whole entry, looked up): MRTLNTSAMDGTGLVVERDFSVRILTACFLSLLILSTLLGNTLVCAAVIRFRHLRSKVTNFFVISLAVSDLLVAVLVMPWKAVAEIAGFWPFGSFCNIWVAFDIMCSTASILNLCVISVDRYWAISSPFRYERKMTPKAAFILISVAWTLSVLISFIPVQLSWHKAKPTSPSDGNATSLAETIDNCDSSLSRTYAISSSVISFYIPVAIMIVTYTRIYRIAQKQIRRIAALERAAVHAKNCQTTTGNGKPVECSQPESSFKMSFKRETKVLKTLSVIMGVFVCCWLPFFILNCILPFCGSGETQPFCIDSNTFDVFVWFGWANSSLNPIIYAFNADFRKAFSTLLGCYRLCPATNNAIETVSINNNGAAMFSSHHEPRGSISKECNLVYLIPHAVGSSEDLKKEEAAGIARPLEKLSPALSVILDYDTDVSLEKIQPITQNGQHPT
D2 antag – antagonizes the human D2 dopamine receptor. AID 485344. 340,000 compounds, 2% hits. P14416. inhibition, % at 10 µM. HEK293 TREx D2 cells, calcium flux, dopamine EC80; in the data active means inhibition above about 30%; further: 0% is about no effect
Target sequence (P14416 whole entry, looked up): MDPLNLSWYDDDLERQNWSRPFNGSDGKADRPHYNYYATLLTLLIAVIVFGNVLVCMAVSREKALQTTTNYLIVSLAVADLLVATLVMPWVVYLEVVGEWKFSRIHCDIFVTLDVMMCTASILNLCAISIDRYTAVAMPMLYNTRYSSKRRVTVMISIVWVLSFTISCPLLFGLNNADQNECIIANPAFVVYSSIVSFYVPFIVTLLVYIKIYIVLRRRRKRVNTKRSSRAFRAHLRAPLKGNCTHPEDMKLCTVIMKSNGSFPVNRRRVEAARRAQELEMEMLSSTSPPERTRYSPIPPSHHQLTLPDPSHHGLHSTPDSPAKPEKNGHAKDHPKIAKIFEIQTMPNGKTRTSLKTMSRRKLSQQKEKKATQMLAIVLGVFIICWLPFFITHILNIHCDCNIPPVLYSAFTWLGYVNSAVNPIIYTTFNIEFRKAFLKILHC
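In this primary screen, negative modulation is detected by tracking calcium flux after an EC80 dopamine challenge in inducible HEK293 T-REx D2 cells preexposed to test compound for 180 s.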
RXFP1 antag – antagonists of human relaxin receptor RXFP1; Q9HBX9; HEK293-RXFP1, relaxin-stimulated cAMP HTRF, 30 min; hits give low values; activity change, negative = inhibition, % at 57.5 µM; 350,000 compounds, 0.59% hits;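 active means activity change of -60% or lower, but not beyond a set lower limit; inconclusive means change between -60% and -40%, or beyond the set limit; inactive means change above -40%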; further: on the % scale 0 is the no-effect control and ±100 the full control effect
D1 antag – blocks dopamine activation of the human D1 receptor; P21728; HEK293 TREx D1 cells, calcium flux, dopamine EC80; hits give low values; activity change, negative = inhibition, % at 10 µM; 360,000 compounds, 3.2% hits; AID 504652; in the data active means activity change below about -30%; further: on the % scale 0 is the no-effect control and ±100 the full control effect
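Using tetracycline-induced force-coupled D1 Hek293 cells and a calcium dye, signals were followed for 180 s after compound, then for 180 s after EC80 dopamine, to detect inhibitors.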
D2 ag – agonists of human D2 dopamine receptor. P14416. HEK293 T-REx D2 cells, calcium flux agonist mode. activation, % at 2 µM. 340,000 compounds, 0.53% hits. AID 485358;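 active means activation over 3 SD above normal in the single-dose calcium agonist read, cut at about 30% in these data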; further: 0% is about no effect
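HEK293 Trex D2 cells, tetracycline-induced, o/n 30 C 5% CO2; no-wash Ca dye, RT 30–90 min; 10-cycle baseline, 23 nl cpd added, kinetic Ca read 180 s; agonist hits = positive Ca response.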
D1 ag – human D1 receptor agonism; 360,000 compounds, 1% hits; HEK293 T-REx D1 cells, calcium flux, agonist mode; activation, % at 2 µM; P21728; further: 0% is about no effect
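Inducible HEK293 T-REx D1 cells, force-coupled to calcium signalling, were plated at 4000 cells/well with tetracycline and held overnight at 30 C. After no-wash calcium dye loading, compound-evoked calcium rise over 180 s flagged agonists.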
TRHR PAM – allosterically enhances the human TRH receptor; AID 493056; TRHR cells, fluo-8 calcium fluorescence, EC20 TRH enhancement; 360,000 compounds, 0.66% hits; enhancement, % at 2 µM; in the data active means enhancement above about 30%; further: 0% is about no effect
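Enhancer read-out: after compound pinning and an initial kinetic agonist-mode read, an EC20 of TRH (10 nM final) was injected and fluo-8 calcium signal (Ex 480/Em 530) followed at 1 s/cycle for 100 cycles in TRHR-expressing cells.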
TRHR ag – TRH receptor (human) agonism; P34981; TRHR cells, calcium flux fluo-8, FDSS agonist mode; activation, % at 2 µM; 360,000 compounds, 0.18% hits; AID 493084; further: 0% is about no effect
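TRHR-expressing cells loaded with fluo-8 calcium dye; 23 nL library compound pin-transferred, kinetic FDSS fluorescence (Ex 480/Em 530) recorded about 180 s for agonist-induced calcium release, before a 10 nM TRH EC20 addition for potentiator mode.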
D2 potentiator – positively modulates the human D2 dopamine receptor allosterically; HEK293 T-REx D2, calcium flux, EC20 dopamine potentiation; P14416; AID 485347; potentiation, % at 10 µM; 340,000 compounds, 0.34% hits;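 active means potentiation over 3 SD above the plate norm, cut at about 30% in these data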; further: 0% is about no effect
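Tetracycline-induced Hek293 Trex D2 cells, force-coupled to calcium, loaded with no-wash calcium dye. Compound added with 180 s kinetic read for agonism, then EC20 dopamine and a further 180 s read for potentiation.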
The depositor's hits bear a star; ? = inconclusive; nt = no result given. Unless noted, no stated cut-off is given here; in the data, active means activation above about 30%; inactive means the rest.

Every second line gives: D1 potentiator | D2 antag | RXFP1 antag | D1 antag | D2 ag | D1 ag | TRHR PAM | TRHR ag | D2 potentiator
[1] CCOC(=O)C1CCN(c2ccc(C(N)=O)cc2[N+](=O)[O-])CC1
→ -4 | -3 | -11 | -33* | 0.2 | 11 | 12 | -0.1 | 1
[2] COCCNC(=O)c1ccc(CS(=O)(=O)c2ccc(OC)cc2)o1
→ 0 | -16 | 3 | 7 | -0.4 | 3 | 3 | -0.5 | -7
[3] CC(C)(C)c1ccc(OCCC(=O)Nc2cccc(S(=O)(=O)N3CCCC3)c2)cc1
→ -1 | 16 | -3 | 6 | 0.3 | 7 | 16 | -0.6 | 12
[4] CC1CCN(CC(=O)n2c3c(c4ccccc42)CCCC3)CC1
→ 1 | -19 | -24 | 6 | -0.6 | 5 | -4 | -0.2 | -16
[5] Cc1cc(=O)[nH]c(SCC(=O)Nc2ccc(Cl)cn2)n1
→ -2 | nt | -13 | -6 | nt | 0 | 6 | 0.2 | nt
[6] CCC1=NN2C(=N)/C(=C/c3cc(C)n(-c4ccccc4)c3C)C(=O)N=C2S1
→ 3 | 2 | -16 | 2 | 1.1 | 2 | 4 | -0.2 | -1
[7] COc1ccc(-n2c(O)c(C=NCC(c3ccco3)N3CCCC3)c3ccccc3c2=O)cc1OC (stereo not drawn)
→ 6 | 10 | 0 | -7 | -0.5 | 5 | -7 | 3.1 | 6
[8] Cc1cc(NC(=O)CSCC(=O)OCc2nnc(-c3ccccc3)o2)no1
→ 5 | -6 | -4 | 1 | 0.2 | 1 | 13 | -0.2 | 7
[9] CC1(C)Cc2c(cnn2-c2ccc(F)cc2)C(NC(=O)C(C)(C)O)C1 (stereo not drawn)
→ -3 | -1 | 4 | 3 | -0.6 | 0 | 11 | -0.6 | 2
[10] CCOc1cc(C(C(=O)NCC2CCCO2)N(C(=O)Cn2nnc3ccccc32)c2ccc(OC)c(OC)c2)ccc1O (stereo not drawn)
→ -8 | -12 | -5 | -2 | 0.7 | 3 | 0 | 0.7 | -10
[11] Cc1ccc(C(=O)CC(C(=O)O)n2ccc(C)n2)cc1 (stereo not drawn)
→ 2 | nt | -1 | -9 | nt | 3 | 2 | 0.3 | nt
[12] O=C(CN1C(=O)NC2(CCCC2)C1=O)Nc1cc(Cl)ccc1N1CCOCC1
→ -2 | 9 | -19 | 6 | -0.2 | 1 | 1 | 0.4 | 13
[13] COc1cc2c(cc1N/C=C(\C#N)c1nc(-c3ccccc3)cs1)oc1ccccc12
→ -3 | 15 | -13 | -5 | -0.4 | 2 | -1 | 1.5 | nt
[14] N#CCCn1cc(C=C(C#N)C#N)c(-c2ccc(Cl)cc2)n1
→ -6 | 4 | 1 | -2 | 0.1 | 1 | 3 | -0.2 | -4
[15] Cc1cc(Nc2ccccc2O)c2ccccc2n1
→ -3 | -2 | -6 | 12 | -0.9 | 1 | 1 | -0.8 | -3
[16] CC(C)(C)C(=O)NC(n1cnc2c(N3CCOCC3)ncnc21)C(Cl)(Cl)Cl (stereo not drawn)
→ -5 | -1 | -23 | -34* | 0.6 | 0 | -4 | 1.2 | -7
[17] CCN1CCN(C(c2ccc(OC)cc2)c2c(O)cc(C)n(CCOC)c2=O)CC1 (stereo not drawn)
→ 3 | nt | -3 | -7 | -0.5 | 0 | -4 | -0.3 | 6
[18] CC1(C)CNC(=O)c2sc(NC(=O)c3ccccc3Cl)nc2C1
→ -5 | -26 | 4 | 14 | 1.0 | 1 | 12 | -0.4 | 3
[19] O=C(c1ccco1)N1CCN(C(c2ccccc2)c2nnnn2Cc2cccs2)CC1 (stereo not drawn)
→ -3 | -10 | 4 | 2 | -2.1 | 7 | 4 | -0.4 | 6
[20] CC(C)(C)NC(=O)COC(=O)c1ccccc1C(=O)c1ccccc1
→ 0 | -34 | -2 | 5 | 0.0 | -2 | 7 | 0.3 | 6

One compound at a time, as listed above. Order of values: D1 potentiator	D2 antag	RXFP1 antag	D1 antag	D2 ag	D1 ag	TRHR PAM	TRHR ag	D2 potentiator
COc1ccc(-n2c(O)c(C=NCC(c3ccco3)N3CCCC3)c3ccccc3c2=O)cc1OC (stereo not drawn) across the screens: 6	10	0	-7	-0.5	5	-7	3.1	6
O=C(CN1C(=O)NC2(CCCC2)C1=O)Nc1cc(Cl)ccc1N1CCOCC1 across the screens: -2	9	-19	6	-0.2	1	1	0.4	13
CC(C)(C)C(=O)NC(n1cnc2c(N3CCOCC3)ncnc21)C(Cl)(Cl)Cl (stereo not drawn) across the screens: -5	-1	-23	-34*	0.6	0	-4	1.2	-7
CCC1=NN2C(=N)/C(=C/c3cc(C)n(-c4ccccc4)c3C)C(=O)N=C2S1 across the screens: 3	2	-16	2	1.1	2	4	-0.2	-1

Next part:
Every second line gives: D1 potentiator | D2 antag | RXFP1 antag | D1 antag | D2 ag | D1 ag | TRHR PAM | TRHR ag | D2 potentiator
[21] NS(=O)(=O)c1ccc(CCNC(=O)C2CCN(S(=O)(=O)c3cnc[nH]3)CC2)cc1
→ 0 | 26 | 6 | 0 | 0.2 | 3 | -1 | 0.1 | 4
[22] CC1(C)Cc2ccccc2C(NNC(=O)c2ccccc2)=N1
→ 4 | 6 | -21 | -5 | 0.7 | 1 | -3 | -0.1 | -8
[23] CC(C)CCn1c(=O)[nH]c2ccccc21
→ 4 | 3 | -3 | 6 | -0.4 | -1 | 7 | -0.1 | 1
[24] CCc1ccc(-n2c(CCC(=O)O)ccc2-c2ccc(F)cc2)cc1
→ 1 | nt | -22 | 5 | -0.3 | 0 | 5 | 0.6 | 9
[25] CCOC(=O)C1=C(CC)OC(N)=C(C#N)C1c1cccs1 (stereo not drawn)
→ 14 | 6 | 8 | 10 | 1.0 | 1 | 2 | 0.4 | -6
[26] Cc1cc(C)nc(NC2=NCC(=O)N2c2ccccc2Br)n1
→ 0 | 2 | nt | -4 | 0.0 | 0 | -4 | 0.0 | -5
[27] Cc1c(C2=CCN(S(=O)(=O)c3ccc(Br)cc3)CC2)c2ccccc2n1C
→ 3 | 0 | 6 | 10 | 2.5 | 2 | 8 | 0.5 | 10
[28] COc1ccc([C@H]2CC(=O)C=C(c3ccc(SC)cc3)C2)cc1OC
→ -1 | 8 | nt | -15 | -0.1 | 2 | -3 | 0.2 | 11
[29] CC(Sc1nc(O)c(-c2ccccc2)c(=O)[nH]1)C(=O)Nc1ccc(Cl)cc1 (stereo not drawn)
→ -4 | -32 | -2 | -11 | -2.3 | 1 | -5 | -0.8 | 3
[30] CCN(CC)C(=O)Cn1c(C)c(/C=C/c2cc[n+](C)cc2)c2ccccc21
→ -1 | 12 | nt | 4 | 0.0 | 3 | -6 | 6.1 | 12
[31] COc1ccc(/C=C/C(=O)O)cc1S(=O)(=O)N1CCCC1
→ 2 | -2 | 10 | 14 | 1.0 | 5 | -2 | 0.6 | 1
[32] CC(C)Oc1ccc(CNC(=O)CC(c2ccccc2)c2cc(Cl)ccc2O)cc1 (stereo not drawn)
→ -2 | nt | ? | -3 | nt | 2 | -11 | -0.7 | nt
[33] Cc1onc(-c2c(Cl)cccc2Cl)c1C(=O)NCc1ccco1
→ 5 | 1 | 1 | -3 | -0.6 | 1 | -7 | -0.4 | -6
[34] CCN(CC)CCCNC(=O)C1CCN(S(=O)(=O)CC)CC1
→ -1 | nt | 2 | -10 | -0.6 | 0 | 8 | 0.2 | -6
[35] COc1ccc(-c2cc(C(F)(F)F)n3ncc(C(=O)O)c3n2)cc1OC
→ -4 | 3 | -5 | 30 | -0.9 | 2 | -4 | -0.3 | 3
[36] Cc1ccc(NCC(=O)Nc2cccc(S(=O)(=O)N(C)C)c2)c(Cl)c1
→ -7 | 9 | -9 | -10 | 0.0 | 9 | -3 | 0.0 | -12
[37] Cc1cccc(NC(=O)CSc2nnc(-c3cnccn3)n2Cc2ccco2)c1
→ -11 | -12 | -15 | -24 | 0.0 | 2 | -3 | -2.4 | 25
[38] CC1=CC(C)(C)NC(=S)N1c1ccc(C)cc1C
→ -5 | -2 | 12 | -22 | 2.0 | 4 | -5 | -0.9 | nt
[39] O=C(CSc1nnc(-c2ccco2)c(-c2ccco2)n1)c1ccccc1
→ 0 | 9 | -97* | 10 | -0.2 | 0 | 6 | 0.1 | 10
[40] COc1ccccc1NS(=O)(=O)c1cc(NC(=O)C(C)NC(N)=O)ccc1N1CCCC1 (stereo not drawn)
→ nt | 5 | 4 | 3 | 0.7 | 5 | 8 | 0.0 | 5
[41] COc1cc(OC)cc(C(=O)Nc2cccc3c2CCCC3)c1
→ 2 | -25 | 7 | 15 | 1.2 | 1 | 6 | -0.6 | -3
[42] CCCC(=O)NC(=S)Nc1sc2c(c1C(N)=O)CCC2
→ 2 | 4 | -4 | -14 | -0.5 | 0 | 1 | -0.3 | 16
[43] O=C(Cc1ccccc1)NC1CCS(=O)(=O)C1 (stereo not drawn)
→ -4 | 3 | -13 | -5 | 0.3 | 2 | -1 | 0.0 | 7
[44] CCN(C(=O)c1cnc2ccc(C)cn2c1=O)c1ccccc1
→ -1 | nt | -10 | 9 | 0.3 | 0 | 2 | -0.3 | 13
[45] CCS(=O)(=O)N1CCc2cc(C(=O)Nc3ccc(C)c(Cl)c3)ccc21
→ -3 | nt | nt | 10 | 15 | 2 | -1 | 0.1 | -11
[46] CCc1cccc(CC)c1-n1nnc2c(sc3nc(C)cc(C)c32)c1=O
→ 2 | nt | 1 | 2 | 1.5 | 1 | -3 | -1.1 | 0
[47] c1nnn(C23CC4CC(CC(C4)C2)C3)n1
→ -6 | 13 | 21 | 6 | 0.5 | 2 | -4 | 0.5 | -6
[48] Cc1ccc(CNS(=O)(=O)c2c(C(=O)N3CCC(C)CC3)c(C)n(C)c2C)cc1
→ 0 | nt | 0 | 5 | 1.4 | 0 | 1 | 0.3 | 11
[49] CCCNC(=O)c1n[nH]c(=O)c2ccccc12
→ -3 | -9 | -5 | -6 | -0.9 | 3 | 6 | 1.0 | -4
[50] Cc1cc(NC(=O)CCC(=O)N(c2ccccc2F)C(C(=O)NC2CCCC2)c2ccccc2)no1 (stereo not drawn)
→ -2 | 3 | -11 | 1 | 0.7 | 2 | -7 | 0.3 | nt
[51] O=C(O)Cc1sc(Nc2ccccc2)nc1-c1ccc(Cl)cc1
→ -11 | 14 | -5 | -12 | -0.1 | 4 | 3 | 0.0 | 7
[52] CCc1nc(N[C@H](C(=O)O)C(C)CC)c2oc3ccccc3c2n1 (stereo partly drawn)
→ 2 | -11 | 8 | -4 | 0.2 | 1 | 5 | -0.3 | -20
[53] O=C(N/N=C/c1cc([N+](=O)[O-])cc([N+](=O)[O-])c1O)C(O)(c1ccccc1)c1ccccc1
→ nt | -3 | 6 | 2 | 0.4 | 4 | 4 | 0.2 | 1
[54] COC(=O)c1ccc(C(=O)OC)c(NC(=O)Nc2ccc3c(c2)OCO3)c1
→ -3 | 0 | -1 | -10 | -0.5 | 4 | 0 | 0.9 | -16
[55] CCC1CCCCN1CCCNC(=O)c1csc2c1CCCCC2 (stereo not drawn)
→ -1 | -9 | -31 | 10 | -0.9 | 4 | 2 | 0.0 | -11
[56] O=C1c2ccccc2-c2cccc(NS(=O)(=O)c3ccc(C(F)(F)F)cc3)c21
→ 0 | 19 | -4 | 3 | 9.4 | 55* | 1 | 15 | 4
